# AmpC inh no detg: qHTS Inhibitors of AmpC Beta-Lactamase (assay without detergent). P00811. 330,000 compounds, 0.52% hits. AmpC nitrocefin hydrolysis, absorbance 480 nm, 0.0001% Triton. Potency, µM (highest dose often 57.1 µM), inactives show at the highest dose activity change, negative = inhibition, usual class: inhibitors. AID 485341, 2010;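 also: potency is read from the fitted curve at half-maximal effect; plate controls were no compound for no effect and no enzyme for full effect; nearly all actives have a fitted effect of over 20% in size; some results filed as inactive show a strong effect at the top dose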
# Target sequence (P00811 whole entry, looked up): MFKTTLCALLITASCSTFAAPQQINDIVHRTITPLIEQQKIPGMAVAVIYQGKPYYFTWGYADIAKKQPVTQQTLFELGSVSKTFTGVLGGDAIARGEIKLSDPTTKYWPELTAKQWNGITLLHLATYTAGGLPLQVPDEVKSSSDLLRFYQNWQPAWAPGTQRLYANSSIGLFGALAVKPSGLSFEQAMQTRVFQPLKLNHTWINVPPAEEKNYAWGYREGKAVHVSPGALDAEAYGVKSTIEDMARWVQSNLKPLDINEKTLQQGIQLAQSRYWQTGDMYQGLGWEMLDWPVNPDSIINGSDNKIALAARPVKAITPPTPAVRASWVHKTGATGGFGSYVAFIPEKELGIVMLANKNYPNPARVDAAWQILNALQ
#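 20 mM phosphate pH 7.0 + 0.01% (detergent screen) or 0.0001% Triton X-100; 5.3 nM AmpC reagent; cpd preinc 15 min RT; nitrocefin (800 uM stock) to start; A480 q20 s × 4 min; Activity was normalised to no-enzyme and no-compound control wells.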
# AmpC inh detg: qHTS Inhibitors of AmpC Beta-Lactamase (assay with detergent); P00811; AmpC hydrolysis of nitrocefin, absorbance 480 nm, 0.01% Triton; Potency, µM (top dose mostly 114 µM), for inactives: top-dose activity change, negative = inhibition, hits mostly inhibitors; 370,000 compounds, 0.041% hits;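 also: potency is read from the fitted curve at half-maximal effect; 0% = no-compound wells and -100% = no-enzyme wells; nearly all actives have a fitted effect of over 25% in size; some results filed as inactive show a strong effect at the top dose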
#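 AmpC (5.3 nM in the dispensed reagent) in 20 mM phosphate pH 7.0 with 0.01% (detergent screen) or 0.0001% Triton X-100 was preincubated with compounds for 15 min at room temperature. Nitrocefin was then added from an 800 uM solution, and hydrolysis was followed at 480 nm.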
# TbPYK inhibitor: qHTS of Trypanosoma Brucei Inhibitors; pyruvate kinase (Trypanosoma brucei), Q57TT1; TbPYK enzyme, Kinase-Glo Plus ATP luminescence, 45 min; Potency, µM (doses to about 76.8 µM), inactives show top-dose activity, negative = inhibition, actives largely listed as inhibitors; 410,000 compounds, 0.12% hits; also: potency is read from the fitted curve at half-maximal effect; nearly all actives have a fitted effect of over 50% in size
#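 TbPYK + substrate in 50 mM TEA pH 7.2, 100 mM KCl, 10 mM MgCl2, 0.05% BSA, 0.01% Tween-20; cpd pinned; ADP 130 uM final; 45 min RT; Kinase-Glo Plus 10 min; luminescence endpoint.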
# HCMV inh: qHTS Assay for inhibitors of the human cytomegalovirus (HCMV); AID 1259415, 2018; HFF cells, HCMV-luciferase reporter, 72 h; hits give low values; 410,000 compounds, 4.5% hits; activity change, negative = inhibition, % at 57.5 µM; in the data active = activity change below about -60%; inconclusive = no clear call, values can overlap the other calls; inactive = above about -39%
#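 Screen run at 2 compound doses on HFFs infected with reporter HCMV, MOI 1 PFU/cell. Luciferase activity from cell lysates at 72 h post infection gave inhibition relative to buffer-only and Salinomycin wells.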
# LmPK inh: qHTS Assay for Inhibitors of Leishmania Mexicana Pyruvate Kinase (LmPK) | purified LmPK, Kinase-Glo ATP luminescence, 1 h | Potency, µM (series often up to 57.5 µM), for inactives: at the top dose activity change, negative = inhibition, usual class: inhibitors | 290,000 compounds, 0.37% hits | AID 1721, 2009; also: potency is read from the fitted curve at half-maximal effect
# Target sequence (Q27686 whole entry, looked up): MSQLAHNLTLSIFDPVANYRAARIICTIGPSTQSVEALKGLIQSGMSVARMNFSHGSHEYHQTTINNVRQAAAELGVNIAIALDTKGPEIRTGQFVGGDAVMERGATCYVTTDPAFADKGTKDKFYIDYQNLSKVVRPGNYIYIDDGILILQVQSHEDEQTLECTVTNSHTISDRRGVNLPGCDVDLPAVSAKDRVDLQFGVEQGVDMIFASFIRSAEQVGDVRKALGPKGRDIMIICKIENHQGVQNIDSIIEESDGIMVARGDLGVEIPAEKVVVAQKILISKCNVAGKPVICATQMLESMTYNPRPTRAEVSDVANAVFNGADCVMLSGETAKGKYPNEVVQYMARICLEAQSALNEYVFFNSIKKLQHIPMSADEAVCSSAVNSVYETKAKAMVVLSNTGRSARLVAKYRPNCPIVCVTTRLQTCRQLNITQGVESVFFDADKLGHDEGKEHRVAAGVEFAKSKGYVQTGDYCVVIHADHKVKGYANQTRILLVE
#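 qHTS format; LmPK 0.1 nM; substrates PEP 0.5 mM and ADP 0.1 mM. One-hour room-temperature incubation, then coupled luciferase luminescence; 0.5 nM enzyme wells mark activation.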
# AMA1 RON2 block: qHTS for Inhibitors of AMA1-RON; Towards Development of Antimalarial Drug Lead: Primary Screen; Potency, µM (highest dose often 58.2 µM), without a hit: at the highest dose activity change, negative = inhibition, actives largely listed as inhibitors; AlphaScreen AMA1-biotinylated RON2 peptide binding; 360,000 compounds, 0.2% hits; Plasmodium falciparum AMA1 (3D7) - RON2 peptide interaction;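 also: potency is read from the fitted curve at half-maximal effect; 0% = vehicle wells and -100% = peptide control; nearly all actives have a fitted effect of over 45% in size; some results filed as inactive show a strong effect at the top dose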
#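 AMA1 (3D7) with his tag at 25 nM final met compounds first, then biotinylated RON2 peptide at 25 nM; detection used donor plus acceptor beads, 10 µg/mL apiece, read by AlphaScreen after 30 min at room temperature.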
# HCV inhibitor: qHTS Assay for Inhibitors of Hepatitis C Virus (HCV); 340,000 compounds, 3.4% hits; AID 651820, 2012; Huh7.5.1 HCVcc-Cre infection, luciferase reporter, 44 h; Potency, µM (doses to about 41.8 µM), without a hit: top-dose activity change, negative = inhibition, actives largely listed as inhibitors; also: potency is read from the fitted curve at half-maximal effect
#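 Whole-lifecycle infectious HCVcc-Cre system; cells 1,000/well, compound then virus (~0.5 moi) added 4 h after plating, 44 h culture. Luciferase read 15 sec following 15 min substrate incubation, room temp.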
# Starred values were filed as active, the others as inactive; ? = inconclusive; nt = no result given; [ ] = another dose, or the depositor's remark. Unless noted, calls follow the shape of the dose curve; as a rule, active = well fitted curve in the direction sought with a large enough effect; inconclusive = small, poorly fitted or top-dose-only effect, or another doubt; inactive = no such curve, though single readings can be large; an effect the other way counts as inactive or inconclusive. Unless noted, % is scaled to controls: 0 for no effect and ±100 for the full control effect.
SMILES,AmpC inh no detg,AmpC inh detg,TbPYK inhibitor,HCMV inh,LmPK inh,AMA1 RON2 block,HCV inhibitor
COc1ccc(S(=O)(=O)N2CCOCC2)cc1NC(=O)CSc1n[nH]c(=O)n1C1CC1,2%,?,13%,-5,-3%,-3%,21%
CC(C)(C)Cc1nnc(NC(=O)c2ccc3c(c2)OCO3)s1,-18%,4%,?,64,-6%,6%,9%
O=C(N/N=C/c1ccc(Cl)c([N+](=O)[O-])c1)c1cc(-c2ccccc2)nc2ccccc12,-22%,?,0%,?,-3%,2%,18%
CC(C)CC(=O)Nc1c2c(nn1-c1cccc(Cl)c1)CS(=O)C2 (configuration not stated),-5%,1%,0%,0,2%,19%,4%
Cc1ccc(S(=O)(=O)CCC(=O)OC(C)C(=O)c2c(C)[nH]c3ccccc23)cc1 (configuration not stated),10%,-8%,1%,56,-2%,-30%,33%[activator]
CC1CCC2(CC1)NC(=O)N(CC(=O)Nc1cccc(S(=O)(=O)N3CCOCC3)c1)C2=O (configuration not stated),4%,2%,1%,0,7%,12%,-17%
CCOC(=O)c1cnc(SCc2nc(N)nc(Nc3ccc(OC)cc3)n2)nc1N,12%,-1%,nt,-33,6%,3%,?
CC(=O)c1cccc(NC(=O)Nc2cc3sccc3n2C)c1,0%,?,nt,nt,-9%,nt,-6%
Cc1ccc2cc(CN(Cc3ccco3)C(=O)NC3CCCCC3)c(=O)[nH]c2c1C,-2%,-8%,1%,-21,7%,-6%,?
CC(=O)Nc1cccc(C(=O)NCc2ccc3c(c2)CCN3C(=O)c2ccccc2)c1,nt,11%,2%,3,nt,nt,nt
CNC(=O)c1cc2c(n(-c3ccc(C)cc3)c1=O)CC(C)(C)CC2=O,nt,4%,5%,0,nt,nt,nt
CCN1CCN(C(=O)c2cc(-c3ccco3)nc3ccccc23)CC1,3%,5%,3%,19,nt,-6%,6%
Cc1ccc(C(C)C)c(OCC(=O)NN=C(CCl)CCl)c1,-6%,-1%,nt,nt,3%,nt,nt
Cc1ccccc1OCC(=O)OCC(=O)Nc1cc(S(C)(=O)=O)ccc1Cl,-17%,-14%,-17%,3,nt,7%,4%
Oc1ccc(/C=N/Nc2cccc3cccnc23)c(O)c1,-27%,2%,-9%,-22,-15%,-4%,?
Cc1ccccc1C(=O)Oc1ccc(Cl)cc1C(=S)N1CCOCC1,-11%,6%,-3%,-6,-7%,-18%,?
CC(=O)Nc1cccc(-c2ccnc3c2CC(C)(C(=O)NCc2ccc(N(C)C)cc2)O3)c1 (configuration not stated),nt,nt,-2%,1,nt,?,nt
O=C(O)CCn1nc(-c2ccc(F)cc2)cc(Cc2ccccc2)c1=O,-17%,2%,-3%,nt,3%,0%,23%
O=C(COC(=O)Cc1ccc(Cl)cc1)Nc1ccccc1-c1ccccc1,-21%,-11%,-7%,5,0%,-8%,14%
COc1ccc(NC(=O)C2CCCN(S(=O)(=O)c3cccnc3)C2)cc1OC (configuration not stated),0%,2%,-6%,0,3%,-4%,-4%
COc1ccc(N2C(=O)C(Cl)=C(N3CCCC(C)C3)C2=O)cc1 (configuration not stated),-21%,-9%,-8%,-29,2%,-12%,3%
O=C(CSC1=NCCN1)Nc1ccccc1[N+](=O)[O-],-27%,2%,-14%,2,11%,11%,12%
Cc1ccc(Cn2c(CN3CCC(C(=O)O)CC3)cc3ccccc32)cc1,nt,-2%,6%,97,nt,nt,nt
N#C/C(=C\c1ccc(O)c(O)c1)C(=O)N1CCCC1,-24%,-8%,-17%,24,4%,60%[activator],-10%
CCOC(=O)c1c(C)[nH]c(C(=O)CSc2ccc(Cl)cc2)c1C,-26%,2%,-9%,11,-2%,3%,?
Cc1noc(/C=C/N(C)C)c1S(=O)(=O)N1CCCC(C(=O)N2CCCCC2)C1 (configuration not stated),39%,?,2%,-13,-2%,-2%,-2%
CCOc1ccc(CNC(=S)N/N=C/c2ccc(OC)c(OC)c2)cc1,-27%,-11%,-3%,3,1%,7%,-12%
O=C(COC(=O)C1CC2C=CC1C2)Nc1ccccc1F (configuration not stated),14%[2.29 µM],?,-3%,-13,-13%,-3%,11%
CC(C)C[C@H](NC(=O)N1CC(=O)Nc2ccccc21)C(=O)N1CCC[C@H]1C(=O)O,-9%,-15%,-2%,-18,0%,4%,37%
NS(=O)(=O)c1ccc(CCNC(=O)Cc2ccc(Cl)cc2)cc1,-15%,-5%,-8%,2,-1%,-8%,7%
O=C(CCn1nnc2ccccc21)Nc1nnc(COc2ccc(F)cc2)s1,-16%,-7%,-6%,36,0%,14%,-7%
COc1ccc(-n2nnnc2SCC(=O)Nc2ccc3c(c2)OCCO3)cc1OC,-19%,-3%,7%,11,7%,-13%,?
Clc1cccc2c3c([nH]c12)CCNC3,-7%,-6%,-12%,-32,3%,-5%,?
CCNC(=S)N1C2CCC1CC(NC(=O)Nc1ccc(C(=O)OCC)cc1)C2 (configuration not stated),-27%,4%,-12%,1,0%,-3%,-17%
COc1ccc(N(C(=O)c2ccco2)C(C(=O)NC2CCCC2)c2ccc(N(C)C)cc2)cc1 (configuration not stated),4%,-14%,4%,-8,7%,-15%,-8%
O=C(CSc1nnc2[nH]c(=O)cc(-c3ccccc3)n12)Nc1ccc(F)cc1F,nt,-2%,-9%,-5,nt,nt,nt
Cc1ccccc1C(=O)OCC(=O)NCc1ccco1,-25%,nt,0%,7,nt,-14%,-3%
CC(=O)CC(c1ccccc1)S(=O)(=O)c1ccc(C)cc1 (configuration not stated),-9%,-2%,1%,-6,9%,5%,13%
COc1ccc(OC)c(NC(=O)CCN2C(=O)c3ccccc3C2=O)c1,-10%,-8%,-9%,16,1%,4%,-5%
COc1ccc(-c2c[n+]3c(n2-c2ccc(C)cc2)CCCCC3)cc1,8%,-5%,3%,-97*,5%,0%,?
Cc1ccc(CNCCCSc2nc(C)cc(C)n2)cc1,-10%,?,0%,-2,0%,-4%,?
COCCNC(=S)N/N=C(\C)c1ccc2cc(OC)ccc2c1,-52%,-4%,15%,-75*,1%,?,?
COc1cc2c(cc1OC)CN(c1ccc(C(N)=O)cc1[N+](=O)[O-])CC2,-2%,-15%,6%,-1,5%,-8%,-11%
O=C(O)c1ccc(C(S(=O)(=O)c2ccccc2)S(=O)(=O)c2ccccc2)cc1,nt,nt,2%,-34,nt,0%,nt
Clc1ccccc1CSc1nnc(-c2ccco2)c(-c2ccco2)n1,?,-3%,-29%,-18,6%,-11%,nt
CCc1ccc2c(CN3CCN(S(=O)(=O)c4cccs4)CC3)cc(=O)oc2c1,-4%,-11%,3%,-12,0%,-7%,?
Cc1ccc(-n2ncc3c(SCC(=O)NNC(=O)c4ccco4)ncnc32)cc1,64%[activator],-1%,-8%,-18,9%,50%[activator],-23%
O=P(N1CC1)(N1CC1)N1CCc2ccccc21,nt,nt,-13%,6,nt,15%,-1%
CC(=O)N1C[C@H]2CON(C)[C@H]2C[C@H]1c1ccc(-c2ccccc2)cc1,nt,nt,-1%,10,nt,4%,nt
CC1Cc2ccccc2N1S(=O)(=O)c1cccc(C(=O)NC2CC2)c1 (configuration not stated),2%,-4%,-11%,?,6%,3%,-30%
CN(C)CCCNC(=O)c1ccccn1,-11%,2%,0%,11,-4%,40%[activator],23%
CCSC1=C(C#N)C(c2cccc(OC)c2)CC(=O)N1 (configuration not stated),-13%,4%,7%,-14,-1%,4%,13%
COc1ccccc1N1C[C@@H]2C[C@@H](c3ccco3)N3CCC[C@@]23C1=O,27%,8%,1%,-22,12%,0%,3%
C#CCNc1nc(CC)nc2c1nnn2Cc1ccccc1F,-19%,?,-7%,13,1%,8%,-6%
CN(C)C(=O)c1cc(S(=O)(=O)N(C)C)c(Cl)cc1N1CCCC1,-10%,-8%,-5%,-2,-5%,-4%,-14%
Cc1cc(C)cc(OCC(=O)OC(C)C(=O)Nc2ccc(Cl)cn2)c1 (configuration not stated),-9%,-19%,3%,-31,nt,-7%,9%
CCOc1ccc(-c2nc3n(c(=O)c2C#N)CCS3)cc1,-7%,5%,0%,-27,6%,2%,-2%
CC(C)(C)c1cnnn1-c1ccc(/C=N/Nc2ccc([N+](=O)[O-])cc2)cc1,-23%,-7%,2%,?,2%,12%,?
COc1ccc(-c2nc3ccccc3n2OCC(=O)O)cc1,-5%,4%,-2%,5,-29%,-18%,7%
CS(=O)(=O)NCC(c1cccnc1)N1CCN(c2ccc(F)cc2)CC1 (configuration not stated),-6%,-5%,-7%,-19,2%,14%,5%
# Next part:
SMILES,AmpC inh no detg,AmpC inh detg,TbPYK inhibitor,HCMV inh,LmPK inh,AMA1 RON2 block,HCV inhibitor
COc1ccc2nc(/C(C#N)=C\c3ccc(C(=O)O)cc3)[nH]c2c1,-35%,1%,4%,-30,-4%,12%,3%
COc1ccc(-c2cn(CCCOCc3ccccc3)nn2)cc1,15%,9%,2%,-29,9%,3%,-25%
COc1ccc(CCNC(=O)C(=O)Nc2ccc3c(c2)OCO3)cc1OC,-12%,0%,2%,-21,-18%,16%,30%
CCC(=O)Nc1c(C)ccc2nsnc12,-30%,-12%,-5%,92,14%,-9%,3%

# 6 compounds picked at random from those above:
SMILES,AmpC inh no detg,AmpC inh detg,TbPYK inhibitor,HCMV inh,LmPK inh,AMA1 RON2 block,HCV inhibitor
Cc1ccc(Cn2c(CN3CCC(C(=O)O)CC3)cc3ccccc32)cc1,nt,-2%,6%,97,nt,nt,nt
COc1ccc2nc(/C(C#N)=C\c3ccc(C(=O)O)cc3)[nH]c2c1,-35%,1%,4%,-30,-4%,12%,3%
CC(C)C[C@H](NC(=O)N1CC(=O)Nc2ccccc21)C(=O)N1CCC[C@H]1C(=O)O,-9%,-15%,-2%,-18,0%,4%,37%
CC(=O)Nc1cccc(-c2ccnc3c2CC(C)(C(=O)NCc2ccc(N(C)C)cc2)O3)c1 (configuration not stated),nt,nt,-2%,1,nt,?,nt
CCc1ccc2c(CN3CCN(S(=O)(=O)c4cccs4)CC3)cc(=O)oc2c1,-4%,-11%,3%,-12,0%,-7%,?
O=C(COC(=O)Cc1ccc(Cl)cc1)Nc1ccccc1-c1ccccc1,-21%,-11%,-7%,5,0%,-8%,14%
